Compound activity from PubChem BioAssay.
Nrf2 inh: Nrf2 qHTS screen for inhibitors; A549 ARE-Fluc reporter, luciferase luminescence, 18-24 h; hit rate 2.1% among 360,000; Potency, µM (top dose mostly 46 µM), for inactives: at the top dose activity change, negative = inhibition, most hits filed as inhibitors; also: potency is read from the fitted curve at half-maximal effect; % is scaled to controls: 0 for no effect and ±100 for the full control effect; nearly all actives have a fitted effect of over 60% in size
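In this cell-based qHTS, ARE-driven firefly luciferase in A549 cells reports Nrf2 activity; the luminescent signal after BugLite lysis is the measured value, with a prior CellTiter-Fluor read for cell health.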
CCT modulator: High-Throughput Screening for Modulators of Cytosolic Chaperonin Activity; purified chaperonin ATPase assay, HTRF ADP detection, 30 min; activity change, % (test concentration not listed), hits read low; hit rate 0.3% among 360,000; AID 651819, 2012; in the data active = activity change below about -30%; also: % is scaled to controls: 0 for no effect and ±100 for the full control effect
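We incubate TRiC, 40 or 20 nM final, with library compounds at 76 uM and 10 uM ATP for 30 min at 37 °C. ADP formed is detected with Transcreener HTRF reagents after 30 min at room temperature.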
HepG2 tox: qHTS for Inhibitors of TGF-b: Cytotox Counterscreen; HepG2 CAGA-GFP viability, ATP luminescence, 18 h; Potency, µM (doses to about 46.1 µM), for the others: at the highest dose activity change, negative = cytotoxicity, usual class: cytotoxic; hit rate 0.76% among 410,000; also: potency is read from the fitted curve at half-maximal effect; some results filed as inactive show a strong effect at the top dose
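CellTiter-Glo luminescence gave cytotoxicity after 18 hours at 37 degrees C. The cells were HepG2 CAGA-GFP in 1% FBS DMEM, stimulated with 500 pg/mL TGF-beta after compound addition. %Activity was normalised to no-cell wells (complete cell-killing) and DMSO (no toxicity), and curves were fitted and classified.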
Mm-Cpn inhibitor: Inhibitors of TCP-1 ring complex (TRiC) of Methanococcus maripaludis (MmCpn): qHTS | Chaperonin Mm-Cpn (Methanococcus maripaludis) | hit rate 0.031% among 330,000 | purified Mm-Cpn ATPase, ADP Transcreener TR-FRET | Potency, µM (top dose mostly 76.9 µM), without a hit: at the highest dose activity, negative = inhibition, most hits filed as inhibitors; also: potency is read from the fitted curve at half-maximal effect; % is scaled to controls: 0 for no effect and ±100 for the full control effect; nearly all actives have a fitted effect of over 80% in size
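TR-FRET (320 nm excitation; 590 and 665 nm emission) reports ADP made from 10 uM ATP by 25 nM enzyme; compounds were preincubated 10 min, reaction run 30 min, both at 37°C.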
TGFb inhibitor: qHTS for Inhibitors of TGF-b; hit rate 1.2% among 410,000; AID 588855, 2011; HepG2 CAGA-GFP TGF-b/SMAD3 reporter, GFP fluorescence, 18 h; TGF-beta stimulated, 500 pg/mL final; Potency, µM (titrated, usually from 46.1 µM), for inactives: top-dose activity, negative = inhibition, most hits filed as inhibitors; also: potency is read from the fitted curve at half-maximal effect; % is scaled to controls: 0 for no effect and ±100 for the full control effect; nearly all actives have a fitted effect of over 65% in size
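HEPG2 CAGA-GFP cells (1000/well, DMEM with 1% FBS) were pre-incubated 2 h at 37 degrees C, given compound by pin tool, then stimulated with TGF-beta at 500 pg/mL final for 18 h before per-cell GFP fluorescence imaging.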
Abeta yeast res: qHTS for compounds that reverse cellular toxicity of Amyloid beta (A-beta) peptide in yeast: Primary Screen | hit rate 0.063% among 410,000 | Potency, µM (series often up to 46.1 µM), for inactives: at the highest dose growth rescue, actives largely listed as activators | yeast expressing A-beta42, growth rescue, OD600, 48 h; response scale: 0% DMSO, 100% iron-clioquinol control; also: potency is read from the fitted curve at half-maximal effect; nearly all actives have a fitted effect of over 55% in size
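Growth rescue measured by 600 nm absorbance after 48 h yeast culture at 30 C with compound. Values normalized between DMSO and an equimolar ferric chloride plus clioquinol control.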
pAkt inh: HTS Assay for Inhibitors of Akt Phophorylation: Primary Screen | activity change, % for hits at 50 µM | hit rate 0.32% among 360,000 | Neuro2A IGF-stimulated pAkt S473 HTRF, 20 min; hits give low values; in the data active = activity change below about -80%; inconclusive = mostly about -51% to -80%; also: % is scaled to controls: 0 for no effect and ±100 for the full control effect
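Neuro2A cells in DMEM with 0.5% FBS, overnight at 37 deg C, given compound at single 50 µM final, then IGF (6 nM final) for 20 min at 37 deg C. Lysed; phospho-Akt Ser473 by HTRF after 24 h, 665/615 ratio.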
A549 tox: Nrf2 qHTS screen for inhibitors: counterscreen for cytotoxicity; A549 ARE-Fluc cells, CellTiter-Fluor viability, 18-24 h; Potency, µM (series often up to 46 µM), inactives show at the highest dose activity change, negative = cytotoxicity, actives largely listed as inhibitors; hit rate 0.16% among 390,000; also: potency is read from the fitted curve at half-maximal effect; % is scaled to controls: 0 for no effect and ±100 for the full control effect
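A549 ARE-Fluc cells in 5% FBS OPTI-MEM, 5000 cells/well, rested 2 h then exposed to compounds in concentration-response for 18-24 h at 37 °C. Viability by CellTiter-Fluor fluorescence (Ex 405/Em 525) after 30 min; luciferase luminescence (BugLite, 15 min, RT) read afterwards.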
Nrf2 ARE act: qHTS of Nrf2 Activators. AREc32 ARE-luciferase reporter (MCF7-derived line), luminescence, 24 h. Potency, µM (highest dose often 46.1 µM), without a hit: top-dose activation, actives largely listed as activators. hit rate 0.31% among 410,000. AID 624171, 2012; also: potency is read from the fitted curve at half-maximal effect; % of control where 0% means no effect; nearly all actives have a fitted effect of over 65% in size
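Luminescent ARE reporter assay in AREc32_Fluc cells: overnight plating at 37 deg C, 24 hr compound incubation, Steady-Glo added, 30 min RT before reading.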
* = called active by the depositor; i = inactive; ? = inconclusive; nt = not tested or not shown; & = joins results of further samples; [ ] = remark or other dose. Unless noted, calls follow the shape of the dose curve; as a rule, active = well fitted curve in the direction sought with a large enough effect; inconclusive = small, poorly fitted or top-dose-only effect, or another doubt; inactive = no such curve, though single readings can be large; an effect the other way counts as inactive or inconclusive.

Preview (three entries):
compound	Nrf2 inh	HepG2 tox	Mm-Cpn inhibitor	pAkt inh	Abeta yeast res	CCT modulator	A549 tox	TGFb inhibitor	Nrf2 ARE act
CN(CC(=O)Nc1ccc(Cl)c(Cl)c1)C(=O)C1CCC1	2%	-4%	-1%	i	20%	1.5	-6%	7%	10%
c1nc(NC2CCCCCC2)c2[nH]cnc2n1	7%	-25%&3%	0%	i	2%	-1.4	-2%	-2%&9%	0.3%
Cc1ccc(C(=O)NC(N2CCCC2)C(Cl)(Cl)Cl)cc1 (stereo not drawn)	1%	-43%	0%	i	11%	-0.5	7%	-5%	4.9%

Results, previewed entries included:
compound	Nrf2 inh	HepG2 tox	Mm-Cpn inhibitor	pAkt inh	Abeta yeast res	CCT modulator	A549 tox	TGFb inhibitor	Nrf2 ARE act
CN(CC(=O)Nc1ccc(Cl)c(Cl)c1)C(=O)C1CCC1	2%	-4%	-1%	i	20%	1.5	-6%	7%	10%
c1nc(NC2CCCCCC2)c2[nH]cnc2n1	7%	-25%&3%	0%	i	2%	-1.4	-2%	-2%&9%	0.3%
Cc1ccc(C(=O)NC(N2CCCC2)C(Cl)(Cl)Cl)cc1 (stereo not drawn)	1%	-43%	0%	i	11%	-0.5	7%	-5%	4.9%
O=C(C(Cc1ccccc1)N1C(=O)c2ccccc2C1=O)N1CCc2ccccc21 (stereo not drawn)	-17%	-24%	1%	i	2%	1.2	1%	-5%	-0.7%
Cc1cccn2c(=O)c3cc(C#N)c(=O)n(-c4nnc(SCc5ccccc5F)s4)c3nc12	7%	-5%	nt	nt	-8%	nt	5%	-14%	3.4%
CCc1nnc(NC(=O)c2ccc(S(=O)(=O)N(C)Cc3ccccc3)cc2)o1	7.3µM*	-32%	1%	i	?	-4.6	-25%	-11%	-2.4%
CC(C)c1nnc(NC(=O)C2CCCN2C(=O)Nc2ccccc2F)s1 (stereo not drawn)	5%	2%	1%	i	-1%	0.8	-1%	0%	0.2%
O=C(COc1ccc(Br)cc1)NCC1COc2ccccc2O1 (stereo not drawn)	8%	-9%	0%	i	22%	-1.5	2%	-18%	4.2%
CCN(CC(=O)Nc1ccccc1C(=O)NC1CC1)Cc1cccs1	5%	0%	3%	i	-3%	-0.2	3%	-4%	0.0%
COC(=O)c1cc(C(=O)NC(C)C2CC3CCC2C3)cc([N+](=O)[O-])c1 (stereo not drawn)	-6%	-14%	-1%	i	-3%	-3.0	-10%	-9%	1.7%
CC(OC(=O)CCC1CCCCC1)C(=O)Nc1ccc(S(N)(=O)=O)cc1 (stereo not drawn)	5%	-10%	0%	i	13%	0.7	-3%	-2%	0.1%
COC(=O)c1ccc(N=CC2=C(O)CC(c3ccccc3)CC2=O)cc1 (stereo not drawn)	-8%	6%	0%	i	1%	-2.1	-10%	-17%	-0.2%
S=C(NC1CCCCC1)N1CCN(Cc2ccccc2Cl)CC1	?	6%	1%	i	6%	0.0	-5%	3%	0.3%
CCOc1ccccc1NC(=O)c1sc2nc3n(c(=O)c2c1C)CCCCC3	14%	-12%	nt	nt	-14%	nt	-9%	?	-0.1%
CCOC(=O)C1CCN(C(=O)COc2ccc(N(C)S(=O)(=O)c3ccc(OCC)cc3)cc2)CC1	1%	-10%	-7%	i	-18%	-1.4	0%	0%	1.1%
COc1ccc(-c2csc(NC(=O)CSc3nnnn3C)n2)c(OC)c1	?	-26%	1%	i	-5%	1.2	4%	-27%	2.4%
CSCCC1NC(=O)N(CC(=O)N2CCc3ccccc3C2)C1=O (stereo not drawn)	6%	25%	-2%	i	-1%	-2.5	0%	18%	-0.9%
COc1ccc(-c2c(-c3ccc4c(c3)OCO4)c3ccccc3n2C)cc1	5%	-41%	nt	i	-10%	0.1	?	-5%	10%
CCc1nc2ccc(C(=O)N3CCN(c4cccc(C)c4C)CC3)cc2nc1CC	7%	0%&1%	-1%	i	-6%&-3%	0.1	1%&1%	-22%&21%	0.9%&2.5%
COc1ccc(CNC(=O)C(=O)NCC2OCCN2S(=O)(=O)c2ccccc2)cc1 (stereo not drawn)	3%	-19%	nt	i	-11%	1.5	1%	?	0.5%
COc1ccc(S(=O)(=O)N2CCOC23CCN(S(=O)(=O)c2c(C)cc(C)cc2C)CC3)cc1	?	-13%	-6%	i	17%	1.1	-14%	-14%	2.2%
COc1ccc(-c2nc3scc(CCNS(=O)(=O)c4c(C)cc(C)cc4C)n3n2)cc1OC	nt	6%	nt	nt	-5%	nt	-9%	0%	2.9%
CCOC(=O)c1c(NC(=O)COC(=O)Cc2ccccc2[N+](=O)[O-])sc(C(=O)N(C)C)c1C	7%	-11%	2%	i	12%	-1.6	5%	0%	-0.6%
Cc1ccc(N2CC(C(=O)Nc3cc(C)on3)CC2=O)cc1 (stereo not drawn)	7%	4%	-2%	i	11%	-2.8	0%	0%	-0.1%
O=C1c2ccccc2C(Nc2ccc(Cl)cc2)N1CCN1CCOCC1 (stereo not drawn)	?	-20%	2%	i	19%	-0.3	-2%	-9%	4.0%
Cc1ccc(C)c(N2CCN(C(=O)Cn3c(-c4cccs4)cc4ccccc43)CC2)c1	-18%	-14%	nt	nt	21%	nt	2%	?	0.9%
O=C(Cn1ccn(-c2ccc(F)c(F)c2)c(=O)c1=O)NCc1ccccc1	4%	-23%	nt	nt	-14%	nt	-1%	2%	0.4%
Cc1ccccc1N1CC(C(=O)Nc2nnc(SCCC3OCCO3)s2)CC1=O (stereo not drawn)	-8%	5%	-6%	i	-9%	0.4	0%	21%	-0.6%
O=C1C2C(c3ccccc3)C=CC(c3ccccc3)C2C(=O)N1c1ccncc1 (stereo not drawn)	nt	10%	-12%	i	-21%	-0.9	-1%	0%	-0.4%
COc1cccc(CN(C(=O)Cn2nnc(-c3ccccc3F)n2)C(C(=O)NC(C)(C)C)c2ccncc2)c1 (stereo not drawn)	-16%	-156%	?	i	?	1.4	-3%	-6%	-0.2%
Cc1nc2ncnn2c(N2CCN(c3cccc(C(F)(F)F)c3)CC2)c1C	nt	-29%	1%	nt	-36%[inhibitor]	-0.1	-12%	-17%	-0.6%
O=c1c(C=NCC2CCCO2)c(-c2ccccc2)[nH]n1-c1ccc([N+](=O)[O-])cc1 (stereo not drawn)	-17%	-16%	1%	i	-11%	-4.1	-9%	-8%	0.1%
Cc1cccc(C)c1NC(=O)Cn1c(=O)n(Cc2ccccc2Cl)c(=O)c2cccnc21	2%	4%	nt	nt	-15%	nt	-6%	0%	0.5%
CC(C)N(Cc1ccccc1)S(=O)(=O)c1ccc(N2CCCCS2(=O)=O)cc1	nt	-22%	nt	nt	-27%	nt	0%	-1%	-0.1%
COCCN(CC(=O)Nc1cccc(C)c1C)C(=O)c1ccc2c(c1)OCO2	-1%	0%	1%	i	-2%	1.2	-7%	-5%	2.4%
O=C1NCC(=O)N2CCC[C@@H]12	-5%	-8%	nt	i	12%	-5.5	1%	13%	-0.3%
O=C1C=C(c2ccccc2Oc2ccccc2)C[C@@H](c2ccc(F)cc2)C1	nt	-21%	nt	i	1%	-2.0	nt	?	5.0%
O=C(Nc1nc(-c2ccc3c(c2)OCCO3)cs1)c1ccc(S(=O)(=O)N2CCCCC2)cc1	?	-58%	-29%	i	-24%	-2.1	-10%	?	-0.1%
CC(=O)N(C)Cc1ccc(C(=O)CCl)cc1	6%	7%	-1%	i	-30%	1.4	-5%	-16%	6.3%
CC(C)CC(N)C(=O)OCc1ccc([N+](=O)[O-])cc1 (stereo not drawn)	3%	3%	3%	i	4%	0.3	-11%	10%	-0.1%
Cc1ccc(S(=O)(=O)Nc2cccc3ncccc23)s1	15µM*	0%	2%	i	-49%[inhibitor]	-0.1	?	?	?
COc1ccc(C(=O)N2CCCC(C(=O)N3CCN(c4ccccc4)CC3)C2)cc1 (stereo not drawn)	-4%	-15%	-2%	i	1%	-1.9	4%	-2%	-1.1%
COc1cccc(N2CCN(C(=O)c3ccc(OC)c(S(=O)(=O)NC4CC4)c3)CC2)c1	nt	-48%	nt	i	2%	-1.8	nt	9%	-0.7%
O=S1(=O)c2c(F)cccc2O[C@@H](COCc2ccccc2)CN1CCc1ccc(F)cc1	3%	-22%	nt	i	4%	-1.8	-3%	?	-0.4%
COc1ccc(-c2nnc(SCC(=O)N3CCCC3=O)n2N)cc1OC	13%	-14%	0%	i	9%	-1.5	1%	2%	-0.9%

Not a hit list (roughly 4.3% active in at least one column).
